Assay outcomes deposited in PubChem BioAssay by several laboratories.
EBV gp42 inh – blocks Epstein-Barr virus glycoprotein 42 binding; Q1HVG2; Fluorescence polarization binding assay, mP read-out; inhibition, % (tested at 21.74 µM); 0.42% of 220,000 active; AID 1085; in the data active means inhibition above about 50%
TNF necrop inh – inhibitors of TNF-alpha induced necroptosis in Jurkat FADD-/- cells; Jurkat FADD-/- TNF necroptosis rescue, ATP luminescence, 24 h; 0 = TNF only, 100 = no-TNF cells; activation (protection from cell death), % at 10 µM; 0.068% of 220,000 active; AID 463075;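 active means activation, meaning protection from cell death, of at least 50% relative to plate controls; inactive means activation below 50%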;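 further: necroptosis triggered by 40 ng/mL TNF-alpha added together with compound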
PPC-1+TRAIL kill – PPC-1 cancer cell killing with TRAIL present. PPC-1 cells + TRAIL, ATPLite viability luminescence. cell killing (% activity), % at 4 µM. 0.41% of 220,000 active. AID 1443;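 active means cell killing above 50% in the first pass at 4 µM, then a duplicate retest at 5 µM averaging 50% or more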;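 further: plate controls were cells with TRAIL plus DMSO for no effect and medium-only wells lacking cells for full effect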
TRPML3 agonist – human mucolipin-3 channel agonism; HEK293 TRPML3-YFP, Fluo-8 calcium fluorescence; 100% = the carbachol control signal; activation, % at 3 µM; 0.29% of 220,000 active; AID 1448;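 active means activation above its plate's cutoff, the mean activation of the plate's test wells plus 3 SD, cut at about 12% in these data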;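 further: 0% = DMSO only wells and 100% = carbachol wells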
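Test system – HEK293 line with stable expression of human TRPML3-YFP channel · Control set – carbachol 87 µM final as high control (100%), DMSO as low control (0%) · Signal – Fluo-8 calcium dye fluorescence, ex 470-495, em 515-575 nm · Incubation – 1-h 37 °C dye load, 5-s basal, 120-s post-compound reads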
zfTRPN1 agonist – agonists of zebrafish TRPN1 channel; 0.18% of 220,000 active; HEK293 zebrafish TRPN1-YFP, Fluo-8 calcium fluorescence; 100% = response to 87 µM carbachol; activation, % at 3 µM;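 active means activation above its plate's cutoff, the mean activation of test wells on that plate plus 3 SD, cut at about 19% in these data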;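 further: 0% = DMSO alone and 100% = 87 µM carbachol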
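Control set: carbachol 87 µM as high control, DMSO as low control; system: HEK293 stable line with zebrafish TRPN1-YFP; read-out: % activation versus carbachol response; detection: intracellular calcium fluorescence with Fluo-8; doses: single test compound dose, 3 µM nominal, 0.3% DMSO; schedule: dye 1 h 37 °C plus 30 min RT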
Runt-SMMHC FRET – inhibitors of human RUNX1 Runt domain binding to CBFb-SMMHC; Q01196+Q13951; Cerulean-Runt/Venus-CBFb-SMMHC FRET ratio 530/480, 1 h; inhibition, % at 20 µM; 0.74% of 220,000 active; AID 1434;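 active means mean inhibition across duplicate retests at 20 µM reaching about 50%, limit read from the data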;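 further: 0% = DMSO wells and 100% = wells with excess untagged CBFb-SMMHC; inhibitors lower the FRET ratio by blocking Runt binding to CBFb-SMMHC; some results filed as inactive read as strong as hits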
Target sequence (Q01196 whole entry, looked up, the tested form may be a part): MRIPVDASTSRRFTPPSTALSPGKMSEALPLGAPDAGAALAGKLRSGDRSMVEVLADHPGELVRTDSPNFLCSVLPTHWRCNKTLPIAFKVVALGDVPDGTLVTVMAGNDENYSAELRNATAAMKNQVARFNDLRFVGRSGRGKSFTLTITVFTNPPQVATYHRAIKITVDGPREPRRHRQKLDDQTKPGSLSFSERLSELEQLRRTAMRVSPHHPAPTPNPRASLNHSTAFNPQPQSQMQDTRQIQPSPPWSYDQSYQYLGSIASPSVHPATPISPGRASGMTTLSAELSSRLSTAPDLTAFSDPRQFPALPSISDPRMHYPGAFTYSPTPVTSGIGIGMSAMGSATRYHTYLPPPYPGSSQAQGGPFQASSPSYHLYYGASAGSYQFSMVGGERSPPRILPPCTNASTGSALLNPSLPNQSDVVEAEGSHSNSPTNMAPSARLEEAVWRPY
Target sequence (Q13951 whole entry, looked up, the tested form may be a part): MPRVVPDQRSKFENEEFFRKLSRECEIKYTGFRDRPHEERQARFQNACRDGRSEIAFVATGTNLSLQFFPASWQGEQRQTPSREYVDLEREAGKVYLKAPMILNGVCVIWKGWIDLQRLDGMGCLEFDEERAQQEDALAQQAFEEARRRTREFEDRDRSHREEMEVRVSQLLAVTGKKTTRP
CHOP inh – blocks CHOP induction under ER stress | CHO-K1 CHOP-promoter luciferase, tunicamycin-induced, 15-18 h | inhibition, % at 10 µM | 3.8% of 220,000 active | AID 2732;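 active means compounds that reduced the stress-induced luciferase reporter signal by more than about 70% of percent inhibition, limit read from the data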;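 further: 0% = tunicamycin plus vehicle and 100% = wells without tunicamycin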
MDM2 E3 inh – inhibitors of human Mdm2 E3 ubiquitin ligase | cell-based MDM2 ubiquitination luciferase reporter, 2 h; 0 = plate control, 100 = twice control, blank-subtracted | signal enhancement, % at 5 µM | 0.11% of 210,000 active | AID 1230;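 active means signal enhancement of 30% or more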;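 further: luminescence tracks abundance of the self-degrading MDM2-luciferase fusion protein; higher signal means inhibition of MDM2 E3 ligase activity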
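Timing – 2 h compound exposure at 37 °C · Assay system – mammalian cells stably expressing self-ubiquitinating, self-degrading MDM2 E3–luciferase fusion · Amount – 2000 cells seeded into each well · Measure – % luminescence enhancement versus blank-corrected plate control mean · Measured by – SteadyLite luminescence, 15 min reagent step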
p47phox inh – blocks human p47phox regulatory protein of NADPH oxidases; P14598; 0.53% of 220,000 active; inhibition, % at 24.7 µM; p47phox/p22phox peptide binding, fluorescence polarization, 2 h;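 active means inhibition above about 30%, limit read from the data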;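 further: 0% = p47phox with labelled peptide and 100% = labelled peptide alone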
Target sequence (P14598 whole entry, looked up): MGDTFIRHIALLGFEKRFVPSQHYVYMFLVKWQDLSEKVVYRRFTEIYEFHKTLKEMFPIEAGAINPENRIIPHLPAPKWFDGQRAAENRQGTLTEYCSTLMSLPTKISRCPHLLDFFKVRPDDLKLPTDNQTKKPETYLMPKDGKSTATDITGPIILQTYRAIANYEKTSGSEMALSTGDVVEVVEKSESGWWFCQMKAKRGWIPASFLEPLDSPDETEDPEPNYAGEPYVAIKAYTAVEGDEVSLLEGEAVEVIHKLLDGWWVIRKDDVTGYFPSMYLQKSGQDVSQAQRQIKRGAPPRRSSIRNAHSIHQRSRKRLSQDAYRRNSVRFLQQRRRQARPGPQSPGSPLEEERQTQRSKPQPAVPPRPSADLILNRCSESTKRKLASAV
* hit, by the source's call; nt = not tested or not shown. Compounds as they come. Share with any hit: about 5.9%.

SMILES	EBV gp42 inh	TNF necrop inh	PPC-1+TRAIL kill	TRPML3 agonist	zfTRPN1 agonist	Runt-SMMHC FRET	CHOP inh	MDM2 E3 inh	p47phox inh
CON(C)c1nc(NCC(C)C)nc(OCC#N)n1	-8	-2.6	-4	0.4	0.0	0	8	4	3
CCOC(=O)c1cccnc1SCC(=O)N(CC)c1cccc(C)c1	-9	-2.2	12	-0.9	-0.8	-2	-4	-59	-6
Cc1cccc(OCCNC(=O)c2ccc(Oc3ccc(C(F)(F)F)cc3[N+](=O)[O-])cc2)c1	-18	-2.0	0	-0.4	0.8	7	19	5	12
O=C(Nc1ccncc1)C1CCC(CNS(=O)(=O)c2cccc3nsnc23)CC1 (configuration not stated)	-12	-4.6	18	1.6	1.6	-7	12	-13	-10
O=C(CCC(=O)N1CCCC1)Nc1nnc(C2CCCCC2)s1	-39	-0.4	-6	1.0	1.2	4	4	-1	5
CCOC(=O)c1[nH]c(C)c(CC(C)C)c1C	-12	-0.7	16	-2.2	-1.6	2	-3	-24	6
Cc1ccc2cc(CN(c3ccc(C)c(C)c3)S(C)(=O)=O)c(=O)[nH]c2c1	-14	1.7	21	0.5	1.6	-5	7	19	-8
COc1cc(OC)cc(C(=O)NCC(=O)OCC(=O)c2cc(OC)ccc2OC)c1	-3	-1.4	1	0.0	-1.6	-3	12	10	-7
COc1ccc(S(=O)(=O)NC2CCCCC2)c(C)c1C	11	0.0	-3	14*	-2.0	-1	36	-5	-8
O=C(NCc1ccccc1F)C1CCCN(C(=O)NC2CCCCC2)C1 (configuration not stated)	31	0.6	3	0.4	-0.4	1	12	-17	0
COc1ccccc1NC(=O)Cn1nnc(-c2ccccc2NC(=O)c2ccco2)n1	-11	-3.6	-6	0.6	1.7	-1	52	-17	12
Cc1c(NC(=S)NC(=O)c2ccc(Br)o2)c(=O)n(-c2ccccc2)n1C	-6	-0.2	18	1.3	-0.1	2	13	-4	-11
NC(=O)Cc1nc(-c2ccc(Br)cc2)cs1	-21	2.7	-5	0.8	1.7	4	-12	0	-8
CCn1ccc(C(=O)Oc2ccc(C(C)C)cc2)n1	-7	-1.1	20	0.1	0.6	6	27	-12	-9
N#Cc1c(N)n(-c2cccc(O)c2)c2nc3ccccc3nc12	-8	-4.3	-4	0.2	0.5	102*	14	-8	-14
Clc1cccc(/C=N/Nc2ncnc3ccccc23)c1	-2	-3.7	-4	-0.1	0.1	1	-59	-12	-5
NS(=O)(=O)c1ccc(CCNC(=O)CC(NC(=O)c2ccccc2Cl)c2ccccc2)cc1 (configuration not stated)	1	3.0	-8	-0.5	-1.6	-1	-9	2	0
CCOC(=O)c1c(NC(=O)OC)sc(C(=O)N(CC)CC)c1C	-9	-0.4	13	-0.7	-0.8	18	3	-6	-7
COCCCN(C(=S)NC(=O)c1ccc(C(C)(C)C)cc1)c1c(N)n(Cc2ccccc2)c(=O)[nH]c1=O	-10	2.1	20	0.3	-0.6	4	-14	nt	-10
S=c1[nH]nc(-c2ccco2)n1/N=C/c1ccc(Cl)cc1Cl	-15	-5.4	-10	0.1	-0.6	11	20	-4	0

Two of these compounds in another layout.
Results follow in this order: EBV gp42 inh, TNF necrop inh, PPC-1+TRAIL kill, TRPML3 agonist, zfTRPN1 agonist, Runt-SMMHC FRET, CHOP inh, MDM2 E3 inh, p47phox inh
CON(C)c1nc(NCC(C)C)nc(OCC#N)n1
→ -8, -2.6, -4, 0.4, 0.0, 0, 8, 4, 3
CCOC(=O)c1cccnc1SCC(=O)N(CC)c1cccc(C)c1
→ -9, -2.2, 12, -0.9, -0.8, -2, -4, -59, -6

(listing goes on)
SMILES	EBV gp42 inh	TNF necrop inh	PPC-1+TRAIL kill	TRPML3 agonist	zfTRPN1 agonist	Runt-SMMHC FRET	CHOP inh	MDM2 E3 inh	p47phox inh
COc1ccc(Nc2nc(NC(C)(C)C)nc(N3CCCC3)n2)c(OC)c1	-6	4.4	21	-0.4	-1.6	4	84*	-13	-18
O=C(CCn1c(=O)c2sccc2n(Cc2cc(=O)n3ccccc3n2)c1=O)NCc1ccco1	-12	-2.6	5	1.1	-0.7	-2	-17	-32	-1
CCC(=O)NC(c1ccc(OC)cc1)c1cc(Cl)c2cccnc2c1O (configuration not stated)	-7	-10	nt	0.4	1.5	nt	13	5	-2
COc1cc(CNCC(C)C)c(Br)cc1OCC(=O)NCc1ccccc1	-17	1.7	28	-0.2	1.2	3	0	2	11
COc1ccc(/C=C2\SC(=O)N(CC(=O)Nc3cccnc3)C2=O)cc1OC	-6	4.0	27	-0.8	-1.3	-2	-2	-7	-9
CC(C)Oc1ccc(NC(=O)c2ccncc2)cc1	-7	-3.6	26	2.1	2.3	1	40	-63	1
Cc1cc(C)c(C)c(S(=O)(=O)N2C(=S)NC(=O)C2C(C)C)c1C (configuration not stated)	0	-0.8	24	0.5	0.7	4	-18	-5	-1
CCN(CC)S(=O)(=O)c1ccc(N2C(=O)Nc3ccccc3N2O)cc1	-7	0.3	-23	0.5	-1.4	0	-16	-7	-1
CCn1c(CC(=O)Nc2ccc(C)cc2)nnc1SCC(=O)NCCc1ccccc1	-22	-0.9	6	0.8	0.6	4	22	-9	-12
C[C@H](NC(=O)c1[nH]cnc1C(=O)Nc1ccc(CNC(=O)OC(C)(C)C)cc1)C(=O)OCc1ccccc1	-1	-4.9	-13	nt	nt	-2	53	-7	1
O=C(Nc1ccc(C(=O)O)cc1)/C(=C\c1cccc([N+](=O)[O-])c1)NC(=O)c1ccc(Br)o1	-10	-0.2	16	-0.6	0.9	-4	5	12	1
CN1CCN(S(=O)(=O)c2cccc(C(=O)Nc3ccccc3N3CCOCC3)c2)CC1	-29	0.9	8	1.6	1.9	2	1	1	-1
CCOC(=O)c1c(NC(=O)CCN2CCOCC2)sc(C)c1-c1ccccc1	17	0.2	13	0.0	-1.0	-2	47	-11	11
O=C(CN1C(=O)COc2ccc(S(=O)(=O)N3CCCC3)cc21)NC1CCCCCCC1	-5	1.3	-6	-0.7	-0.6	-1	9	-10	-1
CCCC1C2CN(C(C)=O)CC=C2C(C#N)=C(N)C1(C#N)C#N (configuration not stated)	-23	0.4	17	1.1	-1.0	10	45	-6	2
Cc1cccc(CSCC(=O)NCc2ccc(S(N)(=O)=O)cc2)c1	1	0.0	-9	0.5	0.9	0	-2	-11	2
CC1=C(C#N)C(=O)NC(C)(C)C1	3	-0.7	36	0.2	0.3	1	-23	5	-1
CN(C)C(CNc1ccc([N+](=O)[O-])cc1C#N)c1ccccc1 (configuration not stated)	-7	2.1	25	0.5	1.4	1	20	3	-1
CC1(C)c2ccccc2N2CC(=O)N[C@@]21/C=C/C=C/c1ccccc1	-12	1.9	-6	0.1	0.4	-2	54	-3	-30
CCN(CC)CCCN1C(=O)C(O)=C(C(=O)c2cc3cccc(OC)c3o2)C1c1ccncc1 (configuration not stated)	-13	-0.3	-3	0.1	0.7	-1	23	-7	-16
CCOC(=O)c1cnc(-c2ccccc2)nc1N(C)C	-13	0.3	22	0.7	-0.3	-2	-8	-9	-1
COc1cc(C(=O)N2C(=O)c3cccc(N)c3C2=O)cc(OC)c1OC	8	-1.2	-21	0.9	0.3	87*	15	-2	-6
CN(C)CCNC(=O)C(=O)NCC1OCCN1S(=O)(=O)c1ccc2c(c1)OCCO2 (configuration not stated)	4	0.4	6	0.8	0.1	-2	6	-6	7
O=C(Cc1ccccc1)NCC(=O)N/N=C/c1cccnc1	-8	0.7	-2	0.0	1.1	0	20	-4	-6
CCN(CC)C(C)C(=O)NCC1(c2ccccc2)CCOCC1 (configuration not stated)	1	1.8	-8	0.5	0.3	-2	30	-4	-19
COc1ccc(OC)c(-c2cc(C(=O)Nc3c(C)nn(Cc4ccc(Cl)cc4)c3C)no2)c1	-18	-2.5	-6	0.9	0.6	1	34	7	-2
O=c1cc(N=Nc2ccc(Cl)cc2)[nH]c(=O)[nH]1	-4	-29	7	0.6	1.1	4	105*	-24	-8
Cc1cc2[nH]c3ccccc3c2c(C)n1	-11	2.2	-7	0.7	0.8	-4	20	4	6
COc1cc(C2C(C#N)=C(N)Oc3c2ccc2ccccc32)ccc1OCC(=O)Nc1ccccc1C (configuration not stated)	-27	-14	12	1.0	1.0	-109	50	-7	-30
CS(=O)(=O)Nc1ccc2[nH]c(=O)[nH]c2c1	-10	1.1	-8	0.9	1.2	-1	11	4	-4
CC(=O)Nc1ccc(S(=O)(=O)N2c3ccccc3C(C)=CC2(C)C)cc1	-8	-7.6	12	0.6	2.8	1	1	0	-7
COc1ccc(-n2c(COc3ccccc3)nnc2SCC(N)=O)cc1	10	0.3	11	0.1	1.7	0	23	-23	4
CCS(=O)(=O)N1CCC(C(=O)NCCc2ccccc2)CC1	-9	-2.4	25	0.0	0.7	4	1	-2	-3
CCN(CC)S(=O)(=O)c1ccc(OC)c(NC(=O)CSc2cc(Cl)ccc2Cl)c1	-2	2.8	4	0.3	0.9	0	30	-3	-131
Cc1ncoc1C(=O)N1CCCC(CCC(=O)NCc2ccc(F)c(F)c2)C1 (configuration not stated)	2	2.8	-3	1.0	0.1	-3	-29	2	-3
COc1ccccc1NC(=O)Cn1nnc(C(=O)NCCc2ccccc2)c1N	-7	0.7	-1	0.0	-1.0	-2	6	-8	-4
COc1ccc(-c2cc([C@H]3[C@@H]4C=CCC[C@@]4(C)C(=O)N3Cc3ccccc3)ccc2F)cc1	5	0.6	10	nt	nt	6	18	-6	-6
COc1cccc(CN2CCN(C(=O)c3cc(-c4cccnc4)nc4ccc(C)cc34)CC2)c1	-10	-2.6	26	0.8	2.8	-4	9	-17	-9
Cn1nc(C(F)(F)F)c(C#N)c1N1CCN(c2cccc(C(F)(F)F)c2)CC1	-3	0.8	-8	1.1	1.1	-3	45	-11	0
Cn1c(=O)[nH]c(=O)c2c1nc(CN1CCOCC1)n2CCCO	0	-2.0	4	1.0	1.6	-1	6	-16	2
O=C(/C=C/c1cn(-c2ccccc2)nc1-c1ccccc1)Nc1ccc(C(=O)O)cc1	-3	-2.3	37	-0.5	0.9	-2	12	-15	-11
CC(=O)Nc1c(C)nn(C(C)=O)c1C	-7	1.1	9	-0.1	0.3	1	1	-6	-3
COc1ccc(CNS(=O)(=O)NCc2ccc(C)cc2)cc1OC	-10	-0.6	21	3.3	4.2	0	22	-8	0
CCC(=O)Nc1cccc(NC(=S)NC(=O)c2ccc(C)cc2)c1	-7	0.4	7	0.8	1.3	-5	29	-19	3
CC(=O)N1CCN(c2ccc([N+](=O)[O-])c(-n3nc(C)cc3C)c2)CC1	3	0.8	12	1.0	0.6	-4	-8	-4	5
CCN(CC)c1nc2n(c(=O)n1)CCN2CC	-3	-1.3	-1	-0.1	0.3	-5	22	0	-3
